# E coli Lon inh – inhibits E. coli Lon protease. P0A9M0. purified E. coli Lon protease, fluorescence polarization. inhibition, % at 7.94 µM. 0.42% of 360,000 active; in the data active = inhibition above about 13%, passing the limit was not always enough;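 also: 0% = enzyme with probe and DMSO and 100% = no enzyme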
# MsrA act – activators of bovine methionine sulfoxide reductase A; purified bovine MsrA, absorbance read-out; activation, % at 10.6 µM; 0.3% of 360,000 active; AID 602163; in the data active = activation above about 7.5%;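 also: 0% = vehicle and 100% = reference activator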
# MsrA inhibitor – bovine MsrA inhibition. purified bovine MsrA, absorbance read-out. inhibition, % at 15.5 µM. 0.75% of 360,000 active. AID 651718; in the data active = inhibition above about 4.5%;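 also: 0% = vehicle wells with enzyme and 100% = reference inhibitor wells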
# PABP1 MLLE inh – inhibitors of microRNA-mediated deadenylation, human PABP1 MLLE binding | P11940 | 0.36% of 360,000 active | inhibition, % at 20 µM | GST-MLLE / FITC-PAM2 fluorescence polarization; in the data active = inhibition above about 35%, passing the limit was not always enough;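 also: plate controls were DMSO wells with GST-MLLE for no effect and wells lacking GST-MLLE protein for full effect; some results filed as inactive read as strong as hits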
# Target sequence (P11940 whole entry, looked up): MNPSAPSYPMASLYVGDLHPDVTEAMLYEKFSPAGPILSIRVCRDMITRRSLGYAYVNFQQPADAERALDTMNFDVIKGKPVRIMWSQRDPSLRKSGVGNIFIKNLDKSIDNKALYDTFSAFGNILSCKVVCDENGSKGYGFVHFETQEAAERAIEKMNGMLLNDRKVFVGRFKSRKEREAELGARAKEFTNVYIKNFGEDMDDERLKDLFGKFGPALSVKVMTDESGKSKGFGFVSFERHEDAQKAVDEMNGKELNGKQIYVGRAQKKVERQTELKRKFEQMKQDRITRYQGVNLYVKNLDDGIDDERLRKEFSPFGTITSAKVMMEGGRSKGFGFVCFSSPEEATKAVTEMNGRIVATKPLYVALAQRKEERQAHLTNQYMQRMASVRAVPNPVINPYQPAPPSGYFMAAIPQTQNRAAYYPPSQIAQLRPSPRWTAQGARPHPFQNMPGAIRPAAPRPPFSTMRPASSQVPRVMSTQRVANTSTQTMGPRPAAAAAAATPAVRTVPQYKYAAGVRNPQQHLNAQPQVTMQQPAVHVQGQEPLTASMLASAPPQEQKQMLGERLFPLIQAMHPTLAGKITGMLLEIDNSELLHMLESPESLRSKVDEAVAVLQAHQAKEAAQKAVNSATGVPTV
# Rin1 Abl inh – human Rin1-Abl interaction inhibition; AID 588664; 0.4% of 360,000 active; P00519+Q13671; TR-FRET Rin1/Abl binding, biochemical; inhibition, % at 7.35 µM; in the data active = inhibition above about 5%, passing the limit was not always enough
# FAS-TE inh – FAS thioesterase (human) inhibition; P49327; recombinant FAS-TE, OMFH fluorogenic substrate, fluorescence endpoint; inhibition, % at 15 µM; 0.67% of 360,000 active;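 active = compounds whose normalised, plate-corrected inhibition of enzyme fluorescence in the single-dose primary screen is 50% or more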;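 also: 0% = DMSO with enzyme and 100% = substrate without enzyme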
# CSN deneddyl inh – inhibitors of human CSN-mediated cullin deneddylation. Purified CSN, SCF-Nedd8-OG deneddylation, fluorescence polarization. 0.38% of 360,000 active. inhibition, % at 12.5 µM. Q92905;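 active = pattern-corrected inhibition above about 35%, with an unprinted fluorescence ratio check between 0.5 and 1.5, limit read from the data, passing the limit was not always enough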;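 also: 0% = enzyme with substrate and 100% = substrate without enzyme; some results filed as inactive read as strong as hits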
# Target sequence (Q92905 whole entry, looked up, one chain of several): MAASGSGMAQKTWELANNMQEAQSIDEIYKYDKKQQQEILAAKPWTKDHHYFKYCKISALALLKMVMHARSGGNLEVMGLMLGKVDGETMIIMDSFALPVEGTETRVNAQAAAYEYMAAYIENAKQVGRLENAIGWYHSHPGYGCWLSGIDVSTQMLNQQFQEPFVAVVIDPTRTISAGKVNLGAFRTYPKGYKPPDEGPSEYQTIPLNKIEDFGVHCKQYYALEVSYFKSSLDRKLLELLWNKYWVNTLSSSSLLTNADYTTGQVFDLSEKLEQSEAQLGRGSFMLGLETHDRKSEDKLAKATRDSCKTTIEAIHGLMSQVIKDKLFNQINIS
#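 Detection – fluorescence polarization · System – HEK293T-derived human Csn5 enzyme · Controls – substrate-only high control, full reaction low control · Timing – 90 min, room temperature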
# MT1-MMP act inh – MT1-MMP (human) activation inhibition | GFP/RFP ratio change, % at 20 µM | HT1080 RFP-PRO-GFP cells, GFP/RFP ratio fluorescence, overnight; percent of plate control window, DMSO zero | 0.061% of 360,000 active | P50281;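 active = GFP/RFP ratio change of at least 30% with cell ATP level not reduced by more than half and red fluorescence within 50% of control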; also: strong numbers were not always called active
#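 system = RFP-PRO-GFP reporter HT1080 cells | dosing = 20 µM single dose, 1% DMSO | timing = overnight cell settling, then overnight compound exposure, 37 °C, 5% CO2 | read-out basis = GFP/RFP fluorescence ratio | controls = DMSO and RFP-L50D-GFP cell wells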
# Rpn11 inh – Rpn11 (human) deubiquitinase inhibition. AID 588493. 0.59% of 360,000 active. human 26S proteasome, Ub4-pepOG fluorescence polarization; 20S core pre-blocked with epoxomicin. calls only at 20 µM;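 active = inhibition at 20 µM, scaled to each plate's controls, above about 33%, limit read from the data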
# Numbers without * were called inactive; i = inactive.
# Every second line gives: CSN deneddyl inh	MsrA act	MsrA inhibitor	E coli Lon inh	Rpn11 inh	FAS-TE inh	PABP1 MLLE inh	MT1-MMP act inh	Rin1 Abl inh
Cc1ccc(S(=O)(=O)N(C(=N)N)c2nc(N(C)C)nc(N(C)C)n2)cc1
  4	5	0.0	-6	i	-9	1	-3	2
O=C1Nc2cc(Cl)c(Cl)cc2N(O)N1c1ccccc1
  9	4	1.0	-6	i	1	2	10	-4
Cc1ccc(C(=O)NNC(=O)c2ccc(NS(=O)(=O)c3cccs3)cc2)o1
  -1	-3	-0.7	0	i	-7	2	-4	-1
CC(C)Oc1ccc(-c2cc(=O)[nH]c(=O)[nH]2)cc1
  2	-3	2.4	-4	i	-12	-2	1	1
Cc1ccc(NS(=O)(=O)c2ccc3c(c2)NC(=O)C(C)C(=O)N3)cc1C (stereo not given)
  -4	-3	-0.1	-12	i	-14	-4	8	-2
O=C(NCCN1CCOCC1)c1ccc(NS(=O)(=O)c2cccc([N+](=O)[O-])c2)cc1
  -1	-8	-0.5	-12	i	-7	5	2	-3
CCCCS(=O)(=O)N1CCCC(C(=O)Oc2ccccc2)C1 (stereo not given)
  -4	-4	-1.6	3	i	1	1	-3	0
O=C(Cc1ccc(Br)cc1)Nc1ccc(S(=O)(=O)Nc2ncccn2)cc1
  2	-3	2.0	5	i	-6	-5	-1	1
CCN(CC(=O)Nc1c(F)cccc1F)C(=O)c1ccc(S(=O)(=O)N(CC)c2ccccc2)cc1
  -1	-2	0.2	-4	i	-2	-2	-1	4
Cc1ccc(S(=O)(=O)N(C)C)cc1NC(=S)NCCc1ccccn1
  -3	1	0.4	2	i	-2	17	0	3
CC1CCN(S(=O)(=O)c2cc(C(=O)NC3(C)CCS(=O)(=O)C3)ccc2Br)CC1 (stereo not given)
  3	0	-0.8	1	i	7	-5	-3	2
COc1ccc(S(=O)(=O)N2CCC(C(=O)NC3CCCCC3)CC2)cc1OC
  1	-4	0.9	-8	i	-12	17	0	2
Cc1ccc(C(=O)N2N=C3c4ccccc4S(=O)(=O)N3[C@H]2N(C)C)cc1
  -4	-4	-0.1	1	i	-4	0	1	0
CCN(CC)S(=O)(=O)c1cc(C(=O)OCC(=O)NC2CCCc3ccccc32)ccc1C (stereo not given)
  3	4	0.2	-7	i	26	-6	-1	-2
CCOC(=O)/C(=N\Nc1ccc(Cl)cc1)Sc1nnc(-c2ccc(OC)cc2)n1C
  -1	3	0.0	-11	i	1	-36	0	-3
O=C(Nc1ccccn1)c1ccc(Cl)c(S(=O)(=O)N2CCOCC2)c1
  1	-5	-0.6	8	i	-8	5	3	4
Cc1nc(C)c(CCNC(=O)c2ccccc2Br)s1
  0	-5	0.8	-8	i	-15	21	-5	-1
CC(=O)NCCN=Cc1sc2ccccc2c1O
  -1	1	1.2	-2	i	-4	19	2	0
O=C(Cc1ccc([N+](=O)[O-])cc1)NCc1cccnc1
  -4	2	0.7	1	i	-4	-1	0	1
COC(=O)c1sc(NC(=O)Cc2cccs2)nc1C
  0	-2	0.4	1	i	-3	-7	-1	4
CC(C)(CCl)C(=O)Nc1ccnc(-c2ccncc2)n1
  1	-3	0.3	-6	i	-1	-7	-1	2
O=C(/C=C/c1ccco1)NCc1ccccn1
  -3	-4	2.3	4	i	-4	8	-4	3
OCC1(CC2CCCCO2)CCN(C/C=C/c2ccccc2)CC1 (stereo not given)
  -11	-1	-0.8	1	i	-10	-2	3	0
O=C(CCCCn1c(=O)[nH]c2ccccc2c1=O)NC1CCN(Cc2ccccc2)CC1
  2	-1	0.1	0	i	-7	1	0	-1
CC1Oc2ccccc2N(CC(=O)N(Cc2ccccc2)Cc2ccccn2)C1=O (stereo not given)
  -2	-2	0.3	9	i	0	10	-1	-2
COCc1cc(=O)[nH]c(Sc2c(-c3ccccc3)c3ccc(Cl)cc3[nH]c2=O)n1
  -2	-2	0.0	-1	i	-13	-2	0	1
COc1cc(S(C)=O)ccc1-c1nc2ncccc2[nH]1 (stereo not given)
  -4	-3	3.2	-8	i	1	-17	2	-1
COc1ccc(N2C(=O)CSC23CCCCC3)cc1
  4	-1	-0.7	-7	i	-1	16	-2	-2
Cc1sc(N)nc1-c1c(C)n(C)c2ccccc12
  6	-3	-0.5	5	i	-4	-30	2	0
c1ccc2c(c1)oc1c(Nc3ccc4c(c3)OCCO4)ncnc12
  -2	-4	0.5	0	i	0	-9	-13	-2
CCOC(=O)c1c(-c2ccccc2)csc1NC(=O)CSc1nc(N)cc(N)n1
  -13	-4	1.3	-9	i	10	-5	-8	-4
O=C(CN1C(=O)c2ccccc2C1=O)Nc1ccc(S(=O)(=O)N2CCOCC2)cc1
  -2	-2	-0.8	1	i	-3	-8	4	-2
COCCn1c(=N)c(S(=O)(=O)c2ccc(F)cc2)cc2c(=O)n3ccccc3nc21
  3	-2	0.6	-7	i	7	-1	1	-5
CCOC(=O)c1cc2c(=O)n3cccc(C)c3nc2n(CC(C)C)c1=NC(=O)c1ccco1
  -4	-3	2.3	4	i	45	1	1	-4
O=C1C2C(c3ccccc3)C=CC(c3ccccc3)C2C(=O)N1c1cccnc1 (stereo not given)
  -6	-1	0.3	-9	i	1	-9	1	1
COc1ccc(OC)c(C2SCCN2S(C)(=O)=O)c1 (stereo not given)
  -1	-3	-0.5	-1	i	-12	-4	-5	-4
C=CCn1c(CNS(=O)(=O)c2ccc(Br)cc2)nnc1SC
  -3	-3	-0.5	15	i	-2	-6	-2	-1
Cc1noc(C)c1CN(C(=S)NC(C)C)c1ccccc1
  4	-3	-0.9	2	i	-9	-48	-1	-3
CCC(=NCCc1ccccc1)C1=C(O)CCC1=O
  -3	-3	-0.8	1	i	-1	11	-2	3
CC(=O)N1CC=C2C(C#N)=C(N)C(C#N)(C#N)C(C)C2C1 (stereo not given)
  -2	-6	0.9	5	i	-10	22	-19	1

# Some of the entries so far, bar-delimited:
molecule | CSN deneddyl inh | MsrA act | MsrA inhibitor | E coli Lon inh | Rpn11 inh | FAS-TE inh | PABP1 MLLE inh | MT1-MMP act inh | Rin1 Abl inh
COCCn1c(=N)c(S(=O)(=O)c2ccc(F)cc2)cc2c(=O)n3ccccc3nc21 | 3 | -2 | 0.6 | -7 | i | 7 | -1 | 1 | -5
CCOC(=O)c1cc2c(=O)n3cccc(C)c3nc2n(CC(C)C)c1=NC(=O)c1ccco1 | -4 | -3 | 2.3 | 4 | i | 45 | 1 | 1 | -4
O=C1C2C(c3ccccc3)C=CC(c3ccccc3)C2C(=O)N1c1cccnc1 (stereo not given) | -6 | -1 | 0.3 | -9 | i | 1 | -9 | 1 | 1
COc1ccc(OC)c(C2SCCN2S(C)(=O)=O)c1 (stereo not given) | -1 | -3 | -0.5 | -1 | i | -12 | -4 | -5 | -4

# Continued.
# Every second line gives: CSN deneddyl inh	MsrA act	MsrA inhibitor	E coli Lon inh	Rpn11 inh	FAS-TE inh	PABP1 MLLE inh	MT1-MMP act inh	Rin1 Abl inh
CCc1nn(CC(=O)Nc2ccc(Br)c(C)c2)c(=N)s1
  3	-3	0.8	5	i	-133	-7	1	2
CC1CCCCC1NC(=O)c1ccc(N2CCCC2=O)cc1 (stereo not given)
  1	-4	0.4	-3	i	0	2	3	-1
CSc1ccccc1C(=O)OCC(=O)NC1CC1
  -5	-6	1.8	2	i	-10	2	-4	-2
O=C(CSc1nnc(Nc2ccccc2)s1)NCC1CCCO1 (stereo not given)
  2	-4	-0.5	-3	i	-4	-13	-2	0
CN(C)/C=C(\C#N)C(=O)c1cccnc1Oc1cccc(F)c1
  3	-2	-0.3	5	i	-3	-8	2	-5
O=C(COC(=O)COc1ccccc1)NCCc1ccccc1
  -5	-2	0.7	-3	i	-8	-1	2	1
Nc1nc(NCc2cccs2)nn1-c1ccccc1
  -2	4	0.3	-6	i	-3	-16	6	-1
Clc1ccc(C2CSc3c4ncnc-4ncn32)cc1 (stereo not given)
  1	-10	-0.1	4	i	-7	-3	0	2
COc1cc2cc(CN(Cc3cccnc3)C(=O)Nc3ccccc3)c(=O)[nH]c2cc1OC
  3	-1	0.9	1	i	0	-3	4	2
COC(=O)C1=C(C(=O)OC)[C@@H]2N(C)c3ccccc3[C@@]23C[C@@H](C(=O)OC)N(C(=O)C2CCC2)C3=N1
  108	-1	-0.6	2	i	11	21	2	0
Cc1cc(C2=NNC(=NC3CC3)SC2)c(C)n1-c1ccccc1
  -5	-3	0.0	-8	i	-72	5	-2	-1
O=C(NCC1CCCO1)c1ccc(NS(=O)(=O)c2ccccc2)cc1 (stereo not given)
  -5	-12	1.7	-6	i	-5	-5	1	8
Cc1ccc(C(=O)N/C(=C\c2ccccc2)C(=O)NCc2cccnc2)cc1
  -3	1	-0.1	4	i	-2	-10	-1	2
C(=N\n1cnnc1)/c1cccn1-c1ccccc1
  -1	-14	1.8	-9	i	-13	5	1	-3
O=C(Nc1ccc(F)c(Cl)c1)N1CCCC1
  5	-5	-1.4	-2	i	-8	-2	0	-1
COc1ccc(CCNC(=O)CCS(=O)(=O)c2ccc3c(c2)CCN3C(C)=O)cc1OC
  0	-6	0.6	-2	i	-7	1	-3	0
Cc1ccnc(NC(=O)c2cccs2)c1
  9	0	0.6	6	i	-9	10	3	-4
Cc1ccccc1-n1ccnc1SCC(=O)NC1CCCC1
  -8	-2	-0.3	-5	i	-2	5	3	-4
CC(OC(=O)C1CC(=O)N(Cc2ccco2)C1)C(=O)Nc1cccc(C#N)c1 (stereo not given)
  2	-2	-0.5	-7	i	-4	2	6	0
COc1ccc(NC(=O)NNS(=O)(=O)c2cc(C)ccc2C)cc1OC
  0	-5	-1.0	-5	i	-8	-4	1	-1
CN(C)c1ccc(S(=O)(=O)N2CCCCC2)cc1NC(=O)CCNC(=O)c1ccccc1Cl
  -1	-3	0.6	-2	i	1	-4	0	0
CC1CCCC(=NNc2ccc3ccccc3n2)C1 (stereo not given)
  -7	-8	0.5	-19	i	-1	-17	-1	2
C=C1C(=O)[C@]23C[C@H]1CCC2[C@]1(C)C(=O)CC[C@@](C)(C(=O)O)C1C[C@@H]3O (stereo not given in full)
  -1	-6	-0.6	4	i	-10	22	0	5
O=C(CCN1C(=O)C2C3CC(C(Br)C3Br)C2C1=O)OCC(=O)c1ccccc1 (stereo not given)
  4	6	-0.5	-2	i	9	2	-1	1
COc1ccc(C(=O)OCC(=O)c2ccc3c(c2)NC(=O)CO3)cc1OC
  -8	-2	-0.8	-14	i	-7	-7	2	2
O=C(CSc1nnc(NC2CCCCC2)s1)Nc1ccc2c(c1)C(=O)c1ccccc1C2=O
  -1	-10	1.5	-4	i	14	25	-4	0
CCN(CC)S(=O)(=O)c1cccc(C(=O)NCC(c2ccccc2)N(C)C)c1 (stereo not given)
  -2	-4	0.4	-7	i	-7	2	2	2
CCOCC(=O)Nc1c(C(=O)Nc2ccccc2OC)oc2ccccc12
  -1	-3	-0.8	11	i	-1	-3	-3	-7
O=C(Cc1ccc(Cl)cc1)NCc1ccccc1Cl
  -4	-5	1.2	9	i	3	-20	2	-1
COc1cc2c(cc1OC)C(c1ccccc1)N(C(=O)C(C)(C)C)CC2 (stereo not given)
  -3	-8	-0.8	-2	i	3	-12	-3	1
CCN(CCCNC(=O)CCCn1c(=O)[nH]c2ccccc2c1=O)c1cccc(C)c1
  -2	0	0.2	0	i	-1	1	10	0
COc1ccc2nc(SCc3ccccc3C)nc(C)c2c1
  -5	-3	1.1	0	i	24	6	-1	-6
Cc1cc(N2C(=O)C(O)=C(C(=O)c3ccco3)C2c2cccc(Cl)c2)no1 (stereo not given)
  -1	-2	2.3	-5	i	-5	8	-3	1
